eLon inh = E. coli protease La inhibition; P0A9M0; purified E. coli Lon protease, fluorescence polarization; inhibition, % at 7.94 µM; 360,000 tested, 0.42% active; in the data active = inhibition above about 13%, passing the limit was not always enough;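 note: 0% = enzyme with probe and DMSO and 100% = no enzyme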
Target sequence (P0A9M0 whole entry, looked up): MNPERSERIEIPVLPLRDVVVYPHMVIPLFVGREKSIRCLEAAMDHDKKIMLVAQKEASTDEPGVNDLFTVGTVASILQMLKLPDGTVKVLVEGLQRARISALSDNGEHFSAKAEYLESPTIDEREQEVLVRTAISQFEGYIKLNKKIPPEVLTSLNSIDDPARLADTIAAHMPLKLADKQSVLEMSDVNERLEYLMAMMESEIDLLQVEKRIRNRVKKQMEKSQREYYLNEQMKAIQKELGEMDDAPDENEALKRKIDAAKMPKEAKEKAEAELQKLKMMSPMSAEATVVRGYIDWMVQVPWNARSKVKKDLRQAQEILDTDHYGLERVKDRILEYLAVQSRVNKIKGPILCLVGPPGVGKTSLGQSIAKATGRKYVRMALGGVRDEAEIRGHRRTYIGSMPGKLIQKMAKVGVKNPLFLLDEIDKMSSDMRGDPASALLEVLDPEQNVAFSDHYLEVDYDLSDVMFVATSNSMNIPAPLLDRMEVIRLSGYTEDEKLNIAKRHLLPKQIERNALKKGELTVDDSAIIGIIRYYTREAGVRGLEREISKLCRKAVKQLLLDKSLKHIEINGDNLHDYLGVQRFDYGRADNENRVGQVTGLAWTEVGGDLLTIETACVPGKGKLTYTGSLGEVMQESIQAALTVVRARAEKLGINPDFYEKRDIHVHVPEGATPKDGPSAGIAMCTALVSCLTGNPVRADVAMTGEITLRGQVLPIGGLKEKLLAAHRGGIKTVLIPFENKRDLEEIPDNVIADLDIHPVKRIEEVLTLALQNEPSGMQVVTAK
MLLE-PAM2 inh = inhibitors of microRNA-mediated deadenylation, human PABP1 MLLE binding; AID 588489; inhibition, % at 20 µM; 360,000 tested, 0.36% active; GST-MLLE / FITC-PAM2 fluorescence polarization; in the data active = inhibition above about 35%, passing the limit was not always enough;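 note: plate controls were DMSO wells with GST-MLLE for no effect and wells lacking GST-MLLE protein for full effect; some results filed as inactive read as strong as hits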
CSN inh = blocks human CSN-mediated cullin deneddylation | Q92905 | Purified CSN, SCF-Nedd8-OG deneddylation, fluorescence polarization | inhibition, % at 12.5 µM | 360,000 tested, 0.38% active;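 active = pattern-corrected inhibition above about 35%, with an unprinted fluorescence ratio check between 0.5 and 1.5, limit read from the data, passing the limit was not always enough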;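 note: 0% = enzyme with substrate and 100% = substrate without enzyme; some results filed as inactive read as strong as hits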
Target sequence (Q92905 whole entry, looked up, one chain of several): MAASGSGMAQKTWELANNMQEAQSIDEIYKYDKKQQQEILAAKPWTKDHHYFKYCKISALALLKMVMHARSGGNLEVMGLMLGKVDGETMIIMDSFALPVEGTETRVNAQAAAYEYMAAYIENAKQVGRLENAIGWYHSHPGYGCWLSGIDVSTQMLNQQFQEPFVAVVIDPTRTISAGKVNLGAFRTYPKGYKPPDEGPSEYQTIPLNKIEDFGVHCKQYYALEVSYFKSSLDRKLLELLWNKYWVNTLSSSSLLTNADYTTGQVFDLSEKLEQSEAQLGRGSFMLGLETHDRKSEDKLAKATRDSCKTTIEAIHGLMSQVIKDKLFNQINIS
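Test system: Human Csn5 produced in HEK293T cells | Compound: 12.5 µM single point | Times: 90 min, room temperature | Signal: Fluorescence polarization readout | Read-out basis: % inhibition of substrate cleavage by Csn5 | Controls: no-enzyme wells high, enzyme-with-substrate wells low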
MsrA inh = inhibitors of bovine MsrA. purified bovine MsrA, absorbance read-out. inhibition, % at 15.5 µM. 360,000 tested, 0.75% active; in the data active = inhibition above about 4.5%;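 note: 0% = vehicle wells with enzyme and 100% = reference inhibitor wells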
bovine MsrA act = activators of bovine methionine sulfoxide reductase A. purified bovine MsrA, absorbance read-out. activation, % at 10.6 µM. 360,000 tested, 0.3% active; in the data active = activation above about 7.5%;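 note: 0% = vehicle and 100% = reference activator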
Rin1 Abl inh = blocks binding of human Rin1 to Abl; 360,000 tested, 0.4% active; TR-FRET Rin1/Abl binding, biochemical; AID 588664; inhibition, % at 7.35 µM; in the data active = inhibition above about 5%, passing the limit was not always enough
FAS-TE inh = FAS thioesterase (human) inhibition | P49327 | recombinant FAS-TE, OMFH fluorogenic substrate, fluorescence endpoint | inhibition, % at 15 µM | 360,000 tested, 0.67% active | AID 602261;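 active = compounds whose normalised, plate-corrected inhibition of enzyme fluorescence in the single-dose primary screen is 50% or more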;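 note: 0% = DMSO with enzyme and 100% = substrate without enzyme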
Rpn11 block = inhibitors of human proteasome Rpn11 | O00487 | human 26S proteasome, Ub4-pepOG fluorescence polarization; 20S core pre-blocked with epoxomicin | calls only at 20 µM | 360,000 tested, 0.59% active | AID 588493;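 active = inhibition at 20 µM, scaled to each plate's controls, above about 33%, limit read from the data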
MT1-MMP act inh = MT1-MMP (human) activation inhibition; P50281; HT1080 RFP-PRO-GFP cells, GFP/RFP ratio fluorescence, overnight; percent of plate control window, DMSO zero; GFP/RFP ratio change, % at 20 µM; 360,000 tested, 0.061% active;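 active = GFP/RFP ratio change of at least 30% with cell ATP level not reduced by more than half and red fluorescence within 50% of control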; note: strong numbers were not always called active
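Compound: 20 µM single dose, 1% DMSO / System: HT1080 RFP-PRO-GFP cells / Controls: DMSO and RFP-L50D-GFP cell wells / Read-out basis: GFP/RFP fluorescence ratio / Schedule: overnight compound exposure at 37 °C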
* hit, by the source's call; i = inactive; / = not tested or not shown; + = active, no number; & = joins results of further samples. Not a hit list; overall some 3.7% were active at least once.

Start of the listing, in advance:
Values run as follows: Rin1 Abl inh	Rpn11 block	eLon inh	FAS-TE inh	bovine MsrA act	MT1-MMP act inh	MLLE-PAM2 inh	MsrA inh	CSN inh
O=C(O)c1ccccc1Nc1ccc([N+](=O)[O-])cc1C(=O)O
→ 1	i	5	-1	0	-2	-11	0.3	3
CCCCOC(=O)Nc1ccc(S(=O)(=O)Nc2ncccn2)cc1
→ 1	i	21*	-4	-10	-1	-6	-0.3	-7

The listing, from the start:
Values run as follows: Rin1 Abl inh	Rpn11 block	eLon inh	FAS-TE inh	bovine MsrA act	MT1-MMP act inh	MLLE-PAM2 inh	MsrA inh	CSN inh
O=C(O)c1ccccc1Nc1ccc([N+](=O)[O-])cc1C(=O)O
→ 1	i	5	-1	0	-2	-11	0.3	3
CCCCOC(=O)Nc1ccc(S(=O)(=O)Nc2ncccn2)cc1
→ 1	i	21*	-4	-10	-1	-6	-0.3	-7
NC(=O)c1cccc2c1-c1ccccc1/C2=N/NC(N)=S
→ -5	i	-1	0	-13	5	39*	2.5	-2
CCc1noc(C)c1C(=O)Nc1nc(-c2ccc(F)cc2)c(C)s1
→ 0	i	6	5	-4	-7	-3	9.5*	-3
CC(C)c1c(C(=O)N/N=C/c2ccc(OCc3ccc(F)cc3)cc2)nnn1-c1nonc1N
→ -1	i	-11	10	-1	4	10	0.7	-7
Cc1cc(NC(=O)Nc2ccc(F)cc2)no1
→ -4	i	-4	-5	0	8	7	0.8	1
COC(=O)c1ccc(C(=O)OC)c(NC(=S)N2CCN(c3cccc(Cl)c3)CC2)c1
→ -4	i	-6	19	-4	-10	-24	1.2	-7
CC(C)C(=O)NC(c1cccs1)c1cc([N+](=O)[O-])c2cccnc2c1O (configuration not stated)
→ 3	i	-2	15	-2	16	11	/	1
CCC(CCC(=O)Nc1ccc(S(N)(=O)=O)cc1)C(=O)O (configuration not stated)
→ 1	i	1	-11	-1	0	-2	0.0	1
Cc1ccccc1NC(=O)N(CCc1nc2ccccc2[nH]1)Cc1ccccc1
→ 0	i	5	5	0	3	4	-0.4	-3
CCN1CCN(C(=O)CCc2nnc(CCCCc3ccccc3)o2)[C@@H](C)C1=O
→ 0	i	13	-2	-2	1	14	0.2	7
CCN(CC)CCN(Cc1cc2cc3c(cc2[nH]c1=O)OCCO3)C(=S)NCCCOC
→ -2	i	-11	-5	-1	-5	-114	1.4	4
O=C(O)CCCNS(=O)(=O)c1ccc2ccccc2c1
→ 0	i	-8	-6	-1	3	2	-0.8	1
CC(=O)N(CN1C(=O)c2ccccc2C1=O)c1ccccc1
→ 2	i	-9	-7	-4	0	1	-0.7	5
COc1ccc(CNC(=O)c2cc(=O)c3cc(C)c(C)cc3o2)cc1
→ 2	i	9	12	-3	-1	2	-0.2	-4
COc1ccc(/C=N/NC(=O)c2cccnc2)cc1CSc1nc2ccccc2s1
→ 4	i	7	8	-11	11	9	1.8	4
CC(=O)Nc1c(C)cc(OCC(=O)O)cc1C
→ 0	i	2	-4	-2	4	16	-0.3	1
CN(Cc1ccccc1)C(=O)CSc1nc2ccccc2c(=O)n1Cc1ccco1
→ -2	i	4	26	-2	4	31	-0.6	0
COc1cc(C)c(Cl)cc1S(=O)(=O)n1ccnc1
→ 1	i	-6	-4	-5	-6	-10	1.4	-14
CCC(C)c1ccccc1N1CC(C(=O)Nc2ccc(N3CCOCC3)cc2)CC1=O (configuration not stated)
→ 1	i	-6	-5	-1	-2	6	-0.1	-6
O=C(COC(=O)c1ccc(F)cc1Cl)Nc1cccc(S(=O)(=O)N2CCOCC2)c1
→ 1	i	1	14	-6	1	-6	-0.2	-5
Cc1ccc2occ(/C=N/NC(=O)c3ccncc3)c(=O)c2c1
→ 5	i	-3	14	-3	-15	5	-0.4	6
COc1ccc(C)cc1-n1nnnc1SCC(=O)NNC(=O)c1ccc([N+](=O)[O-])cc1
→ -2	i	-12	10	-7	0	-43	1.2	0
COc1ccc2ccccc2c1CNC(C)CCc1ccccc1 (configuration not stated)
→ -2	i	-4	1	-2	-1	-1	-0.4	0
Cc1ccccc1C(=O)N1CCC(C(=O)Nc2ccc3c(c2)OCCO3)CC1
→ 1	i	-9	-8	-9	1	11	-1.0	-5
COCCCn1c(C(=O)Nc2ccc3c(c2)OCO3)cc2c(=O)n3cccc(C)c3nc21
→ 1	i	2	-9	-4	-2	-12	0.4	42*
CCOC(=O)c1c(C)c(C(=O)NCC2CCCO2)c(C)n1C (configuration not stated)
→ 0	i	5	-8	-1	3	1	-0.7	-12
O=C(Nc1cccc(Cl)c1)Nc1ccccc1C(=O)NCc1ccco1
→ -3	i	2	13	-6	-6	-33	-0.9	2
Cc1ccc(S(=O)(=O)CCC(=O)OCc2nnc(-c3ccccc3Br)o2)cc1
→ 2	i	-3	0	-8	-1	-25	-0.8	3
COCCN1Cc2cccc(C(=O)NCc3ccccc3OC)c2C1=O
→ -5	i	-1	-2	0	3	10	-1.6	1

Ordered by SMILES length (low to high): part of the list above.
Values run as follows: Rin1 Abl inh	Rpn11 block	eLon inh	FAS-TE inh	bovine MsrA act	MT1-MMP act inh	MLLE-PAM2 inh	MsrA inh	CSN inh
COc1cc(C)c(Cl)cc1S(=O)(=O)n1ccnc1
→ 1	i	-6	-4	-5	-6	-10	1.4	-14
CCc1noc(C)c1C(=O)Nc1nc(-c2ccc(F)cc2)c(C)s1
→ 0	i	6	5	-4	-7	-3	9.5*	-3
Cc1ccccc1C(=O)N1CCC(C(=O)Nc2ccc3c(c2)OCCO3)CC1
→ 1	i	-9	-8	-9	1	11	-1.0	-5

Further structures.
Values run as follows: Rin1 Abl inh	Rpn11 block	eLon inh	FAS-TE inh	bovine MsrA act	MT1-MMP act inh	MLLE-PAM2 inh	MsrA inh	CSN inh
CCNC(=O)Nn1c(C)nnc1C
→ 4	i	-6	-8	-2	2	2	-0.3	-4
CCOc1ccc(NC(=O)CCN2CCN(c3ccccc3F)CC2)cc1
→ 0	i	16	0	-1	0	7	0.3	1
CC(=O)Oc1ccc(C(=O)Nc2cccc(C(=O)c3ccc(C)c(C)c3)c2)cc1
→ 1	i	-6	22	-11	5	-5	2.1	-3
CCOC(=O)[C@]12CCC=C1N(CCC1=CCCCC1)C(=O)[C@H](CC(=O)NCc1cccs1)C2
→ /	/	-1	-2	-3	4	/	0.6	5
COc1cc2c(cc1OC)C(c1cc3cccc(C)c3[nH]c1=O)N(C(=O)c1ccco1)CC2 (configuration not stated)
→ 1	i	4	-4	-3	-2	-8	0.0	0
CC1CCN(c2ccc3nnc(CCC(=O)Nc4cccc(F)c4)n3n2)CC1
→ -1	i	-1	9	-3	-3	4	-1.3	1
Cc1ccc(-n2ncc3c(=O)n(CC(=O)Nc4cccc(Cl)c4)cnc32)cc1C
→ -1	i	-2	2	0	-1	12	-0.2	-1
CN(C)S(=O)(=O)Oc1cccc(C(=O)Nc2ccccc2Cl)c1
→ 2	i	6	6	1	4	3	1.4	1
Cc1ccc(NC(=O)CSc2ccccn2)cc1S(=O)(=O)N1CCOCC1
→ 1	i	0	-11	-13	-3	6	0.5	-13
COc1ccc(CNC(=O)CCSCc2ccc(C)cc2)cc1
→ 1	i	1	2	-6	2	-1	0.7	-1
C=CCN1N=C(/C=C/c2ccc(C)cc2)CCC1=O
→ 1	i	2	-2	-9	2	-3	4.6*	1
CCc1ccc2nc(NC(=O)CN3C(=O)NC4(CCCC4)C3=O)sc2c1
→ 1	i	1	0	-10	-1	1	-1.6	0
CCCn1c(SCC(=O)c2ccc3c(c2)NC(=O)CO3)nc2ccccc21
→ 0	i	-1	-5	-3	2	12	-0.1	0
O=C(CSc1nc(=O)n(CCCN2CCOCC2)c2c1CCCC2)Nc1ccc(F)cc1F
→ 2	i	-1	-6	-3	0	14	2.0	-3
COc1cc(/C=C2/C(=O)NN(c3ccc(Cl)cc3)C2=O)cc(Br)c1O
→ -3	+	-23	-3	-5	-6	-164	1.4	45*
O=C(N/N=C/c1cccnc1)c1cccs1
→ -2	i	9	-7	-5	0	18	1.8	0
CN(C(=O)Cn1cc(C#N)c2ccccc21)c1ccccc1
→ -3	i	-3	2	-4	-1	-2	1.3	-4
NS(=O)(=O)c1ccc(CCNC(=O)CN2C(=O)NC(c3ccccc3)(c3ccccc3)C2=O)cc1
→ 6	i	4	0	1	0	-11	0.0	1
CCOC(=O)C1CCCN(C(=O)C2CCN(S(=O)(=O)CC)CC2)C1 (configuration not stated)
→ 4	i	-3	-6	-3	0	-11	0.0	-3
Cc1ccc(/C=N\NC(=O)C2CC(=O)N(c3ccccc3)C2)o1 (configuration not stated)
→ -2	i	-3	-3	-1	2	7	0.8	3
CC(C)c1nnc(SCC(=O)NCc2ccco2)n1C
→ 2	i	-5	-9	-13	-2	28	1.6	-6
COC(=O)C1=C(N)Oc2cc(C)n(C)c(=O)c2C1c1ccc(Cl)c(Cl)c1 (configuration not stated)
→ -2	i	2	4	-3	6	-4	-0.5	4
CC1(c2cccc(Br)c2)NC(=O)N(CC(=O)N2CCN(C(=O)c3ccco3)CC2)C1=O (configuration not stated)
→ 2	i	0	-6	-2	0	3	-1.6	-6
COc1cccc(/C=C2\SC(=S)N(CCCC(=O)N3CCCCC3CCO)C2=O)c1 (configuration not stated)
→ -4	i	-12	6	1	-4	-12	0.8	7
O=c1[nH]c(CSc2nnc(Cc3ccccc3)o2)nc2ccccc12
→ -1	i	5	-54	-2	0	9	-1.1	3
CC(=O)c1ccc(-c2cccs2)s1
→ 5	i	0	3	-3	1	-10	3.8	4
C[C@H](CO)N1C[C@H](C)[C@@H](CN(C)Cc2cccc(O)c2)OCc2cnnn2CCCC1=O
→ 0	i	-1	-11	-6	0	14	1.3	-4
CC(C)Oc1ccc2c(c1)OC(c1ccccc1)(C(F)(F)F)NC2=O (configuration not stated)
→ -6	i	6	3	-3	-2	17	0.5	-3
O=C(COc1cccnc1[N+](=O)[O-])Nc1cc(Cl)ccc1Cl
→ 0	i	-2	2	-2	-2	-20	-0.6	4
C/C(=N\NC(=O)c1nnn(-c2nonc2N)c1CN1CCOCC1)c1ccc(CC(C)C)cc1
→ -2	i	-2	3	-2	2	9	1.7	3
CCOC(=O)Cc1nn(Cc2ccccc2)c(=O)c2ccccc12
→ 2	i	-2	0	-6	-4	-4	0.7	-1
CC(C)NC(=O)c1cccc2c(-c3ccc(F)c(F)c3)coc12
→ 1	i	-16	14	-3	5	-15	-0.1	0
Cc1cc(F)ccc1C(O)c1ncc(-c2cccc3ccccc23)[nH]1 (configuration not stated)
→ -7	i	-5	2	-3	1	-1	0.0	0
COc1ccc(-n2c(SCC(=O)N3CCN(c4ccccc4)CC3)nc3c(c2=O)SCC3)cc1
→ 3	i	-3	10	-11	-2	24	2.0	-5
Cc1nc2nc(CSc3nnc(C)s3)cc(=O)n2[nH]1
→ 2&3	i	-5&-3	-10&-9	-3&-10	-1&-3	17&1	0.0&-0.8	6&3
Cc1c(C(=O)N(Cc2ccccc2)C2CCS(=O)(=O)C2)oc2ccccc12 (configuration not stated)
→ 2	i	3	15	-2	-2	-5	0.2	0
COc1ccc(C(=O)NC(=S)NNC(=O)c2ccccc2C)cc1
→ -4	i	-2	-4	-8	/	6	0.6	-7
CCC(C)(C(=O)NC1CCCC1)N(C(=O)c1cnccn1)c1ccccc1 (configuration not stated)
→ 1	i	1	-8	-1	2	-4	-0.1	2
Cc1cc(NC(=O)c2cnn3c(C(F)(F)F)cc(-c4ccc(Br)cc4)nc23)no1
→ -3	i	3	39	-1	1	3	0.1	2

Source: PubChem BioAssay
